Source: PubChem BioAssay
Gal4-VP16 FLuc – inhibits Gal4-VP16 luciferase reporter, ROR gamma counter-screen. actives 3.5% (n = 310,000). Potency, µM (titrated, usually from 53.6 µM), without a hit: at the top dose activity, negative = inhibition, usual class: inhibitors. AID 2546. Drosophila S2 Gal4-VP16 UAS-luciferase, luminescence, 20 h;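 further: Gal4-VP16 expression switched on by copper sulfate through the metallothionein promoter; on the % scale 0 is the no-effect control and ±100 the full control effect; nearly all actives have a fitted effect of over 50% in size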
BRCA1 expr up – activators of BRCA1 expression; MCF7-BRCA1-FFLuc reporter, luminescence, 48 h; response scale: scaled: vehicle 0%, 10 µM genistein 100%; Potency, µM (doses to about 46.1 µM), for the others: at the top dose activation, actives largely listed as activators; actives 1.1% (n = 380,000); AID 624202; further: nearly all actives have a fitted effect of over 80% in size; some results filed as inactive show a strong effect at the top dose
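MCF7-BRCA1-FFLuc, 2000 cells/well; 2 h attach, 37 °C/5% CO2; compound 48 h; luciferase substrate 15 min; luminescence end-point. Norm. to genistein 10 microM max activation and DMSO; concentration-response curves fitted.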
p53 reactivator – restores transcriptional activity of mutant p53; H1299 p53-A138V BP100-luciferase reporter, luminescence, 24 h; Potency, µM (titrated, usually from 92.2 µM), for inactives: at the top dose activity change, positive = activation, most hits filed as activators; actives 0.063% (n = 320,000); further: % of control where 0% means no effect; nearly all actives have a fitted effect of over 45% in size
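p53-null H1299 cells stably carrying temperature-sensitive p53-A138V and a BP100-luciferase reporter were pinned with compounds (4-point, 1:5 series) and held 24 hrs at 37 deg C. Luminescence was read 10 min after detection reagent.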
NPC1 prom act – activates the NPC1 promoter | Huh7 NPC1 promoter luciferase reporter, 24 h | Potency, µM (top dose mostly 9.22 µM), for the others: at the highest dose activation, actives largely listed as activators | actives 2.4% (n = 320,000);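 further: % of control where 0% means no effect; nearly all actives have a fitted effect of over 60% in size; reporter is driven by a mutant NPC1 promoter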
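Stably transfected Huh7 (NPC1 promoter→luciferase), 1500 cells/well in Opti-MEM + 10% FBS, 2 h settle, then compound 24 h at 37 °C. Luminescence after 10 min with Amplite reagent.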
Rab9 promoter act – Rab9 promoter activation. actives 2.8% (n = 320,000). AID 485297. Huh7 Rab9 promoter-luciferase reporter, luminescence, 24 h. Potency, µM (series often up to 9.22 µM), for the others: at the highest dose activation, negative = inhibition, most hits filed as activators; further: % of control where 0% means no effect; nearly all actives have a fitted effect of over 60% in size
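Rab9 promoter-driven luciferase in stably transfected Huh7 cells; 1500 cells/well rested 2 h, exposed to compound in DMSO for 24 h at 37 °C, 5% CO2. Luminescence read 10 min after adding luciferase reagent at ambient temperature.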
MBNL1-CUG inh – inhibitors of human MBNL1 binding to CUG repeat RNA. Q9NR56. TR-FRET MBNL1-His/biotin-(CUG)12 binding, 665/545 ratio. Potency, µM (top dose mostly 57.5 µM), for inactives: top-dose activity change, negative = inhibition, hits mostly inhibitors. actives 0.036% (n = 280,000). AID 2675; active means well fitted inhibition curve with a large enough effect in the signal ratio, with a control signal flat, not every such curve was filed as active; inconclusive means small, poorly fitted or top-dose-only effect, or effect the other way, or a change in a side signal; inactive means no such curve, though single readings can be large or run the other way; the % refers to the signal ratio; further: on the % scale 0 is the no-effect control and ±100 the full control effect
Target sequence (Q9NR56 whole entry, looked up): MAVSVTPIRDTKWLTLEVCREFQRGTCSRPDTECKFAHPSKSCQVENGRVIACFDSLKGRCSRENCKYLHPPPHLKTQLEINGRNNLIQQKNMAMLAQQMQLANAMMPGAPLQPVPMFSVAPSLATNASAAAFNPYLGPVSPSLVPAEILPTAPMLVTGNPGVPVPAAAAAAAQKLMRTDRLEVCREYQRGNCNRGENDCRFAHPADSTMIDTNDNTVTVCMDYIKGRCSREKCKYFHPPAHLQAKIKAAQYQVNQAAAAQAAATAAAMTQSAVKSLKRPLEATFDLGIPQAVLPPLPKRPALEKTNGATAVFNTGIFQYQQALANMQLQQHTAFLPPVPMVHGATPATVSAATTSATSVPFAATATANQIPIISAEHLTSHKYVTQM
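Ratiometric TR-FRET (665 over 545 nm, excitation 340 nm) tracks disruption of MBNL1-His/biotin-(CUG)12 complex after 60 min at room temperature, with compounds at 92 nM to 58 uM final.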
RORg inh – inhibitors of mouse ROR gamma transcriptional activity; Potency, µM (doses to about 53.6 µM), without a hit: top-dose activity change, negative = inhibition, usual class: inhibitors; P51450; Drosophila S2 Gal4-RORgamma UAS-luciferase reporter, 20 h; actives 5.4% (n = 310,000); further: on the % scale 0 is the no-effect control and ±100 the full control effect; nearly all actives have a fitted effect of over 60% in size
Target sequence (P51450 whole entry, looked up, the tested form may be a part): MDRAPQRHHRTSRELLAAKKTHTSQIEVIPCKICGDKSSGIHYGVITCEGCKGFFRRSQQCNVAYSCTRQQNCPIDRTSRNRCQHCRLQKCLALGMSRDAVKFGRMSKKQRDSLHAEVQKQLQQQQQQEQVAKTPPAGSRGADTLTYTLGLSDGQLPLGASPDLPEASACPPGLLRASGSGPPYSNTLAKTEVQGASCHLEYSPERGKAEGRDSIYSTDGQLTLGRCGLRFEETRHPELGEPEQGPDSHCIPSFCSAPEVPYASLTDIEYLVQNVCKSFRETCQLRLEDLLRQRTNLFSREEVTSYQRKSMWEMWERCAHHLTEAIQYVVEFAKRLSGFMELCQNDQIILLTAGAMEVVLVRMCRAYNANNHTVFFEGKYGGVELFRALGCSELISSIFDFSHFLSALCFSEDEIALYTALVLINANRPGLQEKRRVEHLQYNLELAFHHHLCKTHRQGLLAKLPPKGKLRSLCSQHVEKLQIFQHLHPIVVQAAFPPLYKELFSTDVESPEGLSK
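Luminescence from a UAS-regulated Photinus luciferase reporter in stably transfected Drosophila Schneider cells is measured; decreased signal marks ROR gamma inhibition. Fusion expression is induced by 700 uM copper sulfate for 20 hr.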
ELG1 genotoxic – inducers of genotoxicity in HEK293T ELG1-luciferase cells; Potency, µM (doses to about 46 µM), without a hit: at the highest dose activity change, positive = activation, actives largely listed as activators; HEK293T ELG1-luciferase reporter, luminescence, 16 h; actives 1.3% (n = 330,000); further: % of control where 0% means no effect; nearly all actives have a fitted effect of over 60% in size
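HEK293T cells expressing luciferase-tagged ELG1 were treated with compound or DMSO for 16 hr at 37°C. Luciferase activity was then read after 30 min with ONE-Glo at room temperature; rising signal flags genetic stress.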
FLuc counter – counter-screen for miR-21 project: firefly luciferase inhibitors or activators; AID 588342; P08659; purified FLuc, Km substrates, luminescence inhibition; Potency, µM (top dose mostly 57.5 µM), for inactives: at the highest dose activity change, negative = inhibition, usual class: inhibitors; actives 6.9% (n = 360,000);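 further: plate controls were vehicle for no effect and reference inhibitor for full effect; nearly all actives have a fitted effect of over 55% in size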
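Biochemical qHTS of compounds, final roughly 60 µM downward over six points, against 10 nM purified firefly luciferase using Km concentrations of substrates (10 uM D-luciferin, 10 uM ATP) in Tris acetate pH 7.5 buffer; luminescence output.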
uPA generation – blocks generation of uPA at the cell surface. cell surface uPA generation assay, qHTS. AID 540303. Potency, µM (series often up to 38.3 µM), without a hit: at the top dose activity change, negative = inhibition, actives largely listed as inhibitors. actives 0.31% (n = 330,000); active means well fitted inhibition curve with a large enough effect; inconclusive means small, poorly fitted or top-dose-only effect; inactive means no such curve, though single readings can be large or run the other way; tested in mouse RAW 264.7 cells; further: on the % scale 0 is the no-effect control and ±100 the full control effect; nearly all actives have a fitted effect of over 55% in size
* marks the source's active call; other numbers are inactive results; ? = inconclusive; . = not tested or not shown; [ ] = another dose, or the depositor's remark. Unless noted, the call rests on the fitted dose curve; in most records, active means well fitted curve in the direction sought with a large enough effect; inconclusive means small, poorly fitted or top-dose-only effect, or another doubt; inactive means no such curve, though single readings can be large; an effect the other way counts as inactive or inconclusive. Potency means the concentration at half of the fitted maximal effect.

SMILES	Gal4-VP16 FLuc	BRCA1 expr up	p53 reactivator	NPC1 prom act	Rab9 promoter act	MBNL1-CUG inh	RORg inh	ELG1 genotoxic	FLuc counter	uPA generation
CC(C)N1CCN(Cc2ccc(C#CCCO)cc2)CC1CCO (stereo not drawn)	-3%	4%	5%	0%	9%	-1%	-4%	0%	1%	12%
O=C(C1CCN(Cc2ccc(OCc3ccccc3)cc2)CC1)N1CCCC1	-1%	59%	18%	-10%	-3%	-17%	-36%	-2%	-9%	-5%
O=C(Nc1ccc(Cl)cc1)N1CCSc2ccccc21	-7%	3%	?	0%	9%	-19%	23%	-5%	?	-5%
Cc1ccc(-n2nc3c(c2NC(=O)c2ccco2)CS(=O)C3)cc1 (stereo not drawn)	2%	-5%	2%	-2%	0%	-3%	0%	1%	2%	1%
CC(OC(=O)c1ccc(NC(=O)CC#N)cc1)C(=O)Nc1ccc(Oc2ccccc2)cc1 (stereo not drawn)	2%	.	-19%	1%	3%	?	-16%	1%	1%	.
O=C(COc1ccccc1Cl)Nc1ccccc1C(=O)NC1CC1	.	-21%	-2%	0%	-2%	.	.	-17%	-18%	1%
COC(=O)c1c(SCC(=O)Nc2ccc(C)c(C)c2)nc(=O)[nH]c1C	-5%	-2%	2%	-2%	1%	-7%	-13%	-1%	6%	2%
CC(C)N(C)Cc1nnnn1CC(=O)N(C)Cc1cccc(Cl)c1	.	-4%	.	-2%	-3%	-4%	.	0%	1%	?
O=C(NC1=NCCS1)c1cc2ccccc2o1	8.9µM*	-43%	-3%	0.32µM*	0.35µM*	18%	7.1µM*	2.3µM*	1.2µM*	-8%
COc1ccc(S(=O)(=O)N(C(=O)c2ccncc2)c2ccc(OC(=O)c3ccncc3)cc2)cc1	3%	1%	4%	-8%	-7%	3%	1%	-5%	1%	-1%
Cc1ccc(-n2c(-c3cccc(C)c3)n[nH]c2=S)cc1	7.1µM*	-3%	6%	-1%	1%	16%	3.2µM*	-2%	0%	4%
Clc1ccccc1Nc1nc(-c2ccncc2)nc2ccccc12	-2%	-1%	-4%	-4%	-6%	6%	0%	-3%	0%	?
CCC(C)(C)NS(=O)(=O)c1cc(CN2C(=O)c3cccnc3C2=O)ccc1OC	5%	-3%	2%	-6%	0%	20%	-19%	0%	1%	-7%
Cc1ccccc1OCc1nc2ccccc2c(=O)n1/N=C/c1c[nH]c2ccccc12	-19%	-92%	-4%	-3%	-10%	-2%	?	-4%	-14%	-2%
N#CC1=C(N)SC(N)=C(C#N)C1c1c(Cl)cccc1Cl	?	-28%	10%	4%	12%	14%	8.9µM*	1%	?	-5%
CN(c1ccc(OCC(=O)N2CCCCC2)cc1)S(=O)(=O)c1cccs1	1%	-20%	-5%	2%	-9%	-7%	42%	-7%	0%	3%
COc1ccc(C(=O)OCC(=O)NCC2CCCO2)cc1[N+](=O)[O-] (stereo not drawn)	1%	1%	0%	-1%	13%	?	8%	-1%	-2%	5%
Cc1ccc(-c2cc3nc(-c4ccccc4)cc(N4CCOCC4)n3n2)cc1	21%	-9%	8%	2%	0%	?	?	-2%	-3%	16%
C(=C\c1ccccc1)/CSc1nnc(-c2ccccc2)n1Cc1ccco1	?	-76%	-6%	-30%[inhibitor]	-20%	3%	13%	-11%	-9%	?
O=C(O)C(NC(=O)C1CCCN1C(=O)OCc1ccccc1)c1ccccc1 (stereo not drawn)	-9%	5%	-1%	3%	-6%	-4%	7%	2%	14%	-1%
CCCc1nnc(NC(=O)c2c(O)c3cccc4c3n(c2=O)CCC4)s1	4%	-19%	-3%	-4%	-1%	1%	13%	-4%	2%	.
COC(=O)c1cc(OC)c(OC)cc1NC(=O)c1cc(-c2ccccc2)nc2ccccc12	-8%	1%	20%	-7%	-9%	-1%	-7%	1%	2%	.
CC(NC(=O)c1ccccc1Cl)c1nnc(SCC(=O)Nc2ccc(C(=O)O)cc2)n1C (stereo not drawn)	12%	5%	4%	-3%	-6%	-2%	-8%	2%	3%	-4%
CC(CCc1ccccc1)NC(=O)CCCCCNc1nc(=S)[nH]c2ccccc12 (stereo not drawn)	?	.	0%	-1%	-11%	5%	?	-10%	1%	.

Results in FLuc counter and BRCA1 expr up, for some of the entries so far:
| mol | FLuc counter | BRCA1 expr up |
| --- | --- | --- |
| O=C(O)C(NC(=O)C1CCCN1C(=O)OCc1ccccc1)c1ccccc1 (stereo not drawn) | 14% | 5% |
| CCCc1nnc(NC(=O)c2c(O)c3cccc4c3n(c2=O)CCC4)s1 | 2% | -19% |

Following part:
SMILES	Gal4-VP16 FLuc	BRCA1 expr up	p53 reactivator	NPC1 prom act	Rab9 promoter act	MBNL1-CUG inh	RORg inh	ELG1 genotoxic	FLuc counter	uPA generation
O=C(Nc1ccccc1C(=O)NCc1cccnc1)c1ccccc1F	.	0%	.	-4%	-2%	3%	.	-2%	1%	-2%
COc1ccc(C(=O)N2N=C3CC(C)(C)OCC3C2c2ccccc2)cc1 (stereo not drawn)	-7%	-13%	-3%	0%	0%	?	-36%	0%	-1%	-1%
COc1ccc(-c2nc(-c3ccccc3)c(-c3cc([N+](=O)[O-])ccc3C)[nH]2)cc1OC	-2%	-56%	-7%	-4%	-2%	0%	26%	-5%	5%	-11%
O=C(O)CS(=O)CC(=O)NCc1cccc(C(F)(F)F)c1 (stereo not drawn)	-7%	-4%	11%	5%	-3%	-6%	5%	-1%	-1%	1%
COc1ccc(CCNC(=O)c2cnc3n(c2=O)CCS3)cc1OC	5%	6%	3%	-2%	-2%	-3%	31%	2%	-1%	.
Cc1ccnc(NC(=O)COC(=O)C23CC4CC(CC(C4)C2)C3)n1	0%	13%	-2%	3%	1%	6%	0%	1%	?	2%
O=C(Nc1ccc(F)cc1F)c1ccc2c(c1)[nH]c(=O)n2Cc1ccc(F)cc1	-4%	-5%	-25%	-5%	-5%	14%	?	2%	0%	-6%
O=[N+]([O-])c1cc(/C=N/N2CCN(Cc3ccccc3)CC2)ccc1Cl	-17%	45%	17%	0%	5%	9%	?	-1%	?	-5%
Cn1c(SCC(=O)Nc2ccc(N3CCOCC3)cc2)nnc1-c1ccccc1F	5%	15%	7%	7%	12%	-2%	-30%	8%	17µM*	-2%
CNC(=O)c1c(C)[nH]c(=S)c(C#N)c1-c1ccco1	1%	17%	-5%	0%	3%	.	-22%	-1%	0%	6%
COc1cc(OC)cc(C(=O)N[C@H](C(=O)OCC(=O)Nc2ccc(C(N)=O)cc2)C(C)C)c1	8%	-3%	-6%	1%	-9%	.	42%	-1%	0%	-2%
N=c1c(C(=O)NCc2ccc(F)cc2)cc2c(=O)n3ccccc3nc2n1CCCN1CCOCC1	-7%	5%	-3%	-1%	-6%	?	-10%	3%	3%	1%
CCC/C(=C1/c2ccccc2C(=O)N1c1ccccc1)c1ccc(O[C@@H]2CCCCO2)cc1	.	-23%	0%	.	.	.	.	-5%	.	6%
COc1ccc(CN2C(=O)c3ccccc3C2=O)cc1C(=O)N(C)CC(=O)Nc1ccc(F)cc1	.	1%	2%	-2%	-1%	.	.	-1%	2%	2%
COc1cccc(-c2ccc3nnc(SCC(=O)N4CCOCC4)n3n2)c1	.	-7%	-3%	-1%	-2%	.	.	2%	6%	10%
O=C(COC(=O)CNC(=O)c1cccc(OC(F)F)c1)NNC(=O)c1ccccc1	.	6%	6%	1%	-4%	.	.	2%	3%	17%
OCCC1CN(Cc2ccc(-c3ccco3)cc2)CCN1Cc1ccsc1 (stereo not drawn)	5%	-7%	2%	-3%	-4%	6%	7%	-7%	5%	5%
Cc1nnc(-c2cccc(Br)c2)c2cn(-c3ccc(Br)cc3)nc12	1%	-60%	-3%	-2%	-6%	23%	?	-5%	-4%	4%
CCOC(=O)C1=C(O)C(=O)N(Cc2cccnc2)C1c1ccc(C)cc1 (stereo not drawn)	2%	-5%	-9%	-3%	-9%	2%	4%	-1%	3%	4%
C=CCN1C(=O)C2(OCCO2)c2cc(C)ccc21	-7%	0%	-3%	-2%	-12%	4%	13%	2%	-3%	-8%
CC(=O)c1cc2c(cc1NC(=O)Cc1c(C)noc1C)OCO2	.	-24%	-3%	.	.	.	.	11%	.	-7%
CC1(C)Cc2c(sc3nc[nH]c(=O)c23)CO1	-1%	-15%	1%	-2%	-10%	17%	5%	0%	-3%	3%
CCOC(=O)CC1C(=O)NCCN1C(=O)c1ccc(Cl)c(Cl)c1 (stereo not drawn)	5%	-4%	-2%	-1%	-7%	4%	-18%	2%	-2%	-1%
O=C(CN1C(=O)S/C(=C\c2ccc(-c3cc(C(=O)O)ccc3Cl)o2)C1=O)Nc1ccc2c(c1)OCO2	1%	.	5%	-2%	-2%	0%	5%	5%	-2%	.
COc1cccc(-c2csc(N3CCN(S(=O)(=O)c4ccc(F)cc4)CC3)n2)c1	1%	-43%	4%	0%	2%	36%[activator]	-25%[10 µM]	-6%	1%	22%
CCOC(=O)N1CCN(c2ccc3nnnn3n2)CC1	5%	11%	4%	-1%	-4%	-16%	-8%	3%	4%	1%
CC(=O)c1ccc([C@H]2C[C@@]34CN(C(=O)OC(C)(C)C)S(=O)(=O)[C@H]3C[C@H]2O4)cc1	10%	18%	4%	-1%	-1%	-5%	12%	-2%	2%	7%
